Screening results as filed in PubChem.
CF NFkB inh: cystic fibrosis NF-kB activation inhibition | KKLEB NF-kB-GFP reporter, PAF-induced, GFP fluorescence overnight | inhibition, % at 5 µM | 360,000 compounds, 0.86% hits;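 active = at least 50% inhibition at 5 µM, scaled per plate between neutral and stimulator controls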;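 note: PAF is a Pseudomonas aeruginosa culture filtrate used as stimulus; plate controls were PAF-stimulated DMSO wells for no effect and unstimulated DMSO wells for full effect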
NR2E3 ag-1: NR2E3 (human) agonism | GST-NR2E3/biotin-RetCOR TR-FRET, 1536-well | inhibition of corepressor binding, % at 4.78 µM | 320,000 compounds, 0.12% hits | AID 2300;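 active = percent inhibition above the cutoff of mean plus 3 SD of all tested compounds, set per screening campaign, cut at about 20% in these data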;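 note: 0% = DMSO wells and 100% = biotin wells as full block of FRET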
Target sequence (Q9Y5X4 whole entry, looked up): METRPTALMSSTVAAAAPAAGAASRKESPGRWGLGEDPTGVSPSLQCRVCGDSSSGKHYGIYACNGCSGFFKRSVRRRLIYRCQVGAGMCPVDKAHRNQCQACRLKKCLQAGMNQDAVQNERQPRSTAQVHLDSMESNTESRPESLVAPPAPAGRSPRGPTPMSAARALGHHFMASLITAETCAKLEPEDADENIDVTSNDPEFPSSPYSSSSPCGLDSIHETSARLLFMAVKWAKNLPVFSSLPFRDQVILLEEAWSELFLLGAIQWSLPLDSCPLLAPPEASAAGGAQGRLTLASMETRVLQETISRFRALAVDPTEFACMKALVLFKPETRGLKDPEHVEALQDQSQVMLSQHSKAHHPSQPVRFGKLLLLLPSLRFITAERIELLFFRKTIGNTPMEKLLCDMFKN
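System: GST-tagged NR2E3 plus biotinylated RetCOR corepressor; Amount: 1.35 nM GST-tagged NR2E3 final; Dosing: single nominal compound dose of 4.8 µM; Schedule: 5 h incubation at 4 °C; Technique: TR-FRET with europium anti-GST and streptavidin-D2, 340 nm excitation; Controls: biotin wells as high control, 0.6% DMSO wells as low control.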
HIF-2a inh: HIF-2a inhibition | 786-0 RCC cells HIF-2a reporter, luciferase luminescence, overnight | inhibition, % at 18.8 µM | 360,000 compounds, 0.72% hits | AID 624352;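 active = inhibition of the luminescence signal of 40% or more relative to plate controls, in a single-dose primary screen at 18.75 µM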
Vif imaging: HIV Vif inhibition | HEK293T cells, Vif self-association by quenched fluorescence, imaging, 24 h | inhibition, % at 7.49 µM | 340,000 compounds, 0.35% hits; in the data active = inhibition above about 50%, passing the limit was not always enough; inconclusive = no clear call, values can overlap the other calls; inactive = below about 31%; note: some results filed as inactive read as strong as hits
TRPM1 prom inh: inhibitors of MITF-driven TRPM1 promoter in melanoma cells | SK-MEL-5 TRPM1 promoter luciferase, 24 h | inhibition, % at 12.5 µM | 330,000 compounds, 0.83% hits | AID 488899;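 active = mean inhibition across replicates of 60% or more, whatever share of single replicates reaches that level; inconclusive = some that reach 60%, reason not given; inactive = mean inhibition across replicates below 60%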; note: values of inactives mirror those of a sister screen read the other way
Shn3 3UTR inh: reduces Shn3 3'UTR luciferase signal in osteoblasts; Clone20 osteoblast Shn3 3'UTR firefly luciferase, 24 h; inhibition, % at 12.5 µM; 360,000 compounds, 0.52% hits; AID 588674;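 active = mean inhibition of at least 75% with every replicate also reaching 75%; inconclusive = mean inhibition at least 75% but some replicate below; inactive = mean inhibition below 75%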;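 note: 0% = median of neutral control wells and 100% = pilot-screen positive control compound; some compounds past the cut are filed as inactive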
KKLEB tox: reduces viability of KKLEB cystic fibrosis airway cells | KKLEB CF airway cells viability, ATPlite luminescence, overnight; stronger effect = lower value; cells stimulated with P. aeruginosa culture filtrate | activity change (cytotoxicity), % at 5 µM | 360,000 compounds, 0.36% hits;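 active = corrected activity change at or below -50% at 5 µM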
PDI inh: PDI (human) enzyme inhibition; P07237; PDI insulin aggregation turbidity, A650, 90 min; inhibition, % at 10 µM; 350,000 compounds, 0.052% hits;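 active = mean inhibition across replicates of 30% or more, whatever share of single replicates reach that level; inconclusive = mean inhibition below 30% while every single replicate reaches 30%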;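 note: absorbance from insulin aggregation driven by PDI reduction with DTT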
Target sequence (P07237 whole entry, looked up): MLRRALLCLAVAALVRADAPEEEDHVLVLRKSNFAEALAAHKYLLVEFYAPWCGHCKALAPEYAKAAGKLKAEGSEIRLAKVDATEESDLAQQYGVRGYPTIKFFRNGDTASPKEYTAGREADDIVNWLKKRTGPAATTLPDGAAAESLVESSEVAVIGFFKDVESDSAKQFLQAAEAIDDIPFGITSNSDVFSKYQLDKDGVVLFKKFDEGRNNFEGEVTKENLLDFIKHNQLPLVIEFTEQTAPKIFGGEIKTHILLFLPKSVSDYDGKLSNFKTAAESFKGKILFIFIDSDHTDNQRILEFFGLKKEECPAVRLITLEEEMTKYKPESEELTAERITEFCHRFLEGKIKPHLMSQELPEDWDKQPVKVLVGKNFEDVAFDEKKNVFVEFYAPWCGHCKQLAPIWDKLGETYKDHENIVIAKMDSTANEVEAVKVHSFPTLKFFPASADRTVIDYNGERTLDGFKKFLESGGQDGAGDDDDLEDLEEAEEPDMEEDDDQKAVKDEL
Peg3 promoter: inhibitors of Peg3 promoter | inhibition, % at 20 µM | HeLa PEG-Prom luciferase reporter, luminescence, overnight | 360,000 compounds, 1.7% hits | AID 588405;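 active = inhibition of at least 50% at 20 µM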
CaV13 ICDI inh: Primary screen for inhibitors of IQ motif and Ca2+-dependent inactivation inhibitor domain binding in CACNA1D, Förster resonance energy transfer in living cells, …; HEK cells, CFP/YFP FRET ICDI-IQ, plate reader, 10 min; percent FRET-ratio fall versus neutral wells; 340,000 compounds, 0.098% hits; inhibition, % at 12.3 µM; AID 743397;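 active = mean replicate inhibition of at least 30% and at least 1% of replicates passing that level; inconclusive = only one of the two criteria is met; inactive = neither criterion is met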;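 note: 0% = median of the neutral control wells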
NR2E3 ag-2: human photoreceptor-specific nuclear receptor agonism; AID 602229; inhibition of corepressor binding, % at 3.98 µM; CHO-S Gal4-NCOR/VP16-NR2E3 two-hybrid, luciferase; Q9Y5X4; 360,000 compounds, 0.35% hits;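 active = inhibition above the mean of all tested compounds plus 3 SD, cut at about 70% in these data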;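 note: 0% = DMSO with NR2E3 transfected cells and 100% = cells lacking NR2E3 construct; higher means lower luciferase signal from less NR2E3 corepressor binding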
Numbers without * were called inactive; i = inactive; ? = inconclusive; / = no result given.

SMILES	CF NFkB inh	NR2E3 ag-1	HIF-2a inh	Vif imaging	TRPM1 prom inh	Shn3 3UTR inh	KKLEB tox	PDI inh	Peg3 promoter	CaV13 ICDI inh	NR2E3 ag-2
O=c1[nH]c(C2CCN(S(=O)(=O)/C=C/c3ccccc3)CC2)nc2c1nnn2Cc1ccc(F)cc1	4	7	19	-9	5	-8	-2	1	34	-5	-47
O=C(NC1CCSC1)c1cccc(Cl)c1 (configuration not stated)	-4	-1	15	2	-2	12	-9	-1	5	-13	-49
CC(=O)NC1=NN(C(C)=O)C(C)(c2ccco2)S1 (configuration not stated)	8	5	10	51*	5	5	0	4	-8	-6	-14
O=C(c1cccs1)C1C(c2ccc(Br)cc2)NC(=S)NC1(O)C(F)(F)F (configuration not stated)	7	2	-28	-4	13	-34	8	-7	-64	-2	-49
O=C(NC(=S)N1CCOCC1)c1cn(-c2ccccc2)nc1-c1ccc(F)cc1	-5	0	-35	1	0	6	1	3	-8	-2	-7
O=[N+]([O-])c1c(NCc2ccccc2)cc(N2CCc3ccccc3C2)c2nonc12	9	0	11	2	11	40	0	-4	15	-20	-1
O=C(Cc1cccs1)N(CC1CCCO1)C1(C(=O)NC2CCCCC2)CCCCC1 (configuration not stated)	-12	0	18	1	3	9	6	3	23	-5	11
CC(C)COc1ccc(CSCCNC(=S)Nc2ccccc2)cc1	18	-3	-1	-8	7	74	1	-5	11	/	57
CC(C)(C#CCN1CCCC1)OCCC#N	-5	1	10	-5	7	4	-16	6	9	-5	14
CCOC(=O)c1sc2nc(C)c3c(c2c1N)CC(C)(C)OC3	-4	2	-6	-11	7	3	2	0	-2	-6	-23
CC(C)CNC(=O)c1cccc(NC(=O)COc2cccc([N+](=O)[O-])c2)c1	-16	1	7	-9	-6	11	7	-6	11	-4	-31
CCN(CC)S(=O)(=O)c1ccc(NC(=O)Nc2cccc(C(F)(F)F)c2)cc1	61*	2	29	-39	60*	96*	-49	17	52*	-5	70
N#Cc1ccc(CSc2nnc(NC(=O)c3ccc4ncsc4c3)s2)cc1	18	i	-1	3	-8	-9	-16	-4	-24	-5	-27
CC(C)=CC(=O)Nc1nnc(-c2ccccc2C)s1	-8	6	-126	0	-67	-81	-18	10	-136	-1	2
Cc1cccc(NS(=O)(=O)c2cccc(C(=O)N3CCCC3)c2)c1	0	-3	9	-16	-5	5	-12	9	1	-5	-2
COc1ccccc1NC(=O)Nc1ccc(F)c(F)c1	-16	-4	-173	-14	-11	-19	13	-5	-103	-2	-31
CN(C)CCN(C(=O)C1=COCCO1)c1nc2ccc(Cl)cc2s1	17	6	-132	13	-31	-13	4	2	-91	/	-24
Cc1ccc(CS(=O)(=O)c2cn(CC(=O)Nc3ccon3)c3ccccc23)cc1	6	2	5	-9	-2	-1	-2	27	5	-5	0
O=[N+]([O-])c1ccc(CCNc2cccc3ccccc23)c([N+](=O)[O-])c1	18	-2	-27	6	29	-8	-38	-1	0	-5	-16
COc1ccc(CNC(=O)c2cc(-c3cccs3)on2)cc1	10	2	-129	7	-6	-17	4	-8	-50	-5	-11
Cc1cc(C)cc(N(CC(=O)Nc2cc(C)ccc2C)S(=O)(=O)c2c(C)[nH]c(=O)[nH]c2=O)c1	-1	1	10	10	3	13	1	-8	28	-6	13
Cc1ccc(-n2ccnc(SCC(=O)NC3CCCCC3)c2=O)cc1F	2	5	-28	-5	6	-11	6	-8	-8	-4	-20
CCOC(=O)c1cc(-c2ccc(C#N)cc2)nc2c1c(C)nn2CCC#N	-9	1	17	0	-10	-11	-7	-4	10	-1	-31
N#Cc1cnc2cc(-c3ccccc3)nn2c1N	-28	0	-142	/	-6	-9	2	4	-20	-3	-30
O=C(Nc1ccc2nc(C3CC3)n(Cc3ccccc3)c(=O)c2c1)C1CC1	6	2	-229	-19	-120	/	4	-3	-207	-6	-35
Cc1ccc(OCC(=O)Nc2cc(C(=O)O)cc(C(=O)O)c2)cc1C	16	2	4	-3	-10	-10	1	-9	-1	-5	7
CCOC(=O)c1nc2c(ccc3ccccc32)cc1C	-47	1	-151	1	/	-32	-1	-3	-87	-5	-13
CCc1cc2c(=O)n(Cc3ccco3)c(SCC(=O)NC3CCS(=O)(=O)C3)nc2s1 (configuration not stated)	-1	2	-3	-3	10	-3	-11	9	6	-1	-23
COc1ccc(CCCC(=O)Nc2ccc(F)cc2)cc1	-20	-5	3	5	1	-9	6	6	-1	-18	-12
CCC(=O)N1CCc2cc(S(=O)(=O)NCCC(=O)Nc3ccccc3C)ccc21	0	-4	11	-8	7	10	-4	1	1	-5	9
NC(=O)CNC(=O)c1cccc(Cl)c1	-6	6	13	1	4	-5	10	-3	2	-19	-20
C=C(C)c1cccc(C(C)(C)NC(=O)Nc2ccc(OC)cc2)c1	8	7	16	-9	-11	4	-2	-2	17	-17	4
CC1CCN(CCNC(=S)Nc2ccc(Cl)cc2)CC1	-18	3	12	3	0	14	4	5	4	-2	13
CCC(=O)N1CCCC(C)(C(=O)Nc2ccc3oc(CC)nc3c2)C1 (configuration not stated)	8	/	5	7	/	-22	18	-2	-21	-10	27
O=C(Nc1ccccc1C(=O)O)c1cccc(NC(=O)c2ccccc2Br)c1	16	2	11	9	17	-6	6	-72	14	-8	-30
CSc1ncc(Cl)c(C(=O)Nc2c(C)cccc2C)n1	-9	-2	-35	/	6	-3	1	-3	-20	-13	0
COCC(=O)NC1CCN(C(=O)NCc2ccccc2)CC1	-14	1	8	6	3	-9	10	-2	-13	-5	8
CCCc1ncc(C(O)c2ccc(OC)cc2)n1C (configuration not stated)	5	3	4	?	0	4	10	-10	1	/	5
O=C(CN1CCCCC1)NNc1nc(-c2ccccc2)c2cc(Cl)ccc2n1	7	-2	28	-12	-8	3	-10	8	27	/	-16
O=C(N/N=C/c1ccc(OC(=O)c2ccccc2Cl)cc1)c1ccc(O)cc1	-30	3	-40	/	-1	-10	-5	-1	27	/	-11
Cc1c(C(=O)N2CCCC2)oc2c1-c1[nH]ncc1CC2	-22	2	-15	7	-6	-4	23	/	-3	-3	-10
CCC(=O)c1c[nH]c(C(=O)NCc2ccco2)c1	3	1	17	-10	5	-17	0	0	5	-1	3
CCNc1nc(Cl)nc(-c2cn(-c3ccccc3)c3ccccc23)n1	-16	1	13	-7	-4	26	7	-4	12	-18	-1
O=C(CCCCN1CCCCC1)c1ccccc1	-16	-1	17	13	2	3	10	-1	13	-5	-18
Cc1ccc(S(=O)(=O)N(C)C)cc1NC(=S)NNC(=O)C(N)=O	-8	1	12	-3	0	5	9	-6	17	-5	8
CCOc1ncccc1C(=O)NNC(=O)CSc1ccc(Cl)cc1	17	/	2	-2	-6	-5	-14	-8	11	-2	9
CCn1ccnc1CN1CCc2c([nH]c3ccccc23)C1CC(C)C (configuration not stated)	-6	2	9	1	7	-2	8	-4	9	-3	6
CCOc1ccc(S(=O)(=O)N(CC)CC(=O)NCc2cccnc2)cc1C	3	4	11	-6	6	1	5	-2	7	-7	4
COc1cc2c(cc1OC)CN(CC(=O)Nc1ccc(F)cc1)CC2	-24	2	4	3	5	-18	2	13	6	-4	-9
COc1ccccc1C(=O)NC(CCSC)C(=O)NNC(=O)c1ccccc1C (configuration not stated)	3	0	9	17	-6	-9	4	0	-4	-6	10
COCC1CCCN(Cc2cn(-c3ccccc3F)nc2-c2cc(C)sc2C)C1 (configuration not stated)	-25	0	-28	2	-3	-1	-5	-3	-18	-4	-14
O=C(NCCc1ccccc1)C1CCN(S(=O)(=O)c2cccnc2)CC1	-11	3	3	/	/	1	6	-4	1	-6	-35
Cc1ccc(S(=O)(=O)N2CCOCC2)cc1NC(=O)c1ccncc1	29	/	4	-4	/	-6	-10	3	-7	-12	16
CCCCCCn1c(SCCC)nc2c1c(=O)[nH]c(=O)n2C	19	-6	3	/	-8	9	-23	-17	15	-2	-21
CC1(C2CC2)NC(=O)N(CC(=O)Nc2ccc(F)cc2F)C1=O (configuration not stated)	9	6	-4	9	3	-19	-4	-57	3	-2	2
N=c1c(C(=O)NCC2CCCO2)cc2c(=O)n3ccccc3nc2n1Cc1cccnc1 (configuration not stated)	-1	2	13	8	6	5	-1	-7	10	/	8
CCOc1ccc(C(=O)Nc2ccccc2N2CCOCC2)cc1	5	2	-27	-6	2	2	-1	2	-17	-6	-3
CCn1cc(CNCc2cn(-c3ccccc3C)nc2-c2ccc(OC)c(F)c2)cn1	6	6	23	3	-17	84	-3	-6	-4	-5	-2
O=C(NCc1nnc2c3ccccc3c(-c3ccccc3)nn12)c1ccc(Cl)cc1	7	3	33	-2	-6	17	-12	0	-2	9	-4
Cc1ccc(CSc2ccc(S(=O)(=O)N3CCOCC3)cn2)cc1	-1	3	5	-2	-1	-12	1	-1	-2	-6	-11

By substructure, the entries above with a COOH group.
SMILES	CF NFkB inh	NR2E3 ag-1	HIF-2a inh	Vif imaging	TRPM1 prom inh	Shn3 3UTR inh	KKLEB tox	PDI inh	Peg3 promoter	CaV13 ICDI inh	NR2E3 ag-2
Cc1ccc(OCC(=O)Nc2cc(C(=O)O)cc(C(=O)O)c2)cc1C	16	2	4	-3	-10	-10	1	-9	-1	-5	7
O=C(Nc1ccccc1C(=O)O)c1cccc(NC(=O)c2ccccc2Br)c1	16	2	11	9	17	-6	6	-72	14	-8	-30

(further entries)
SMILES	CF NFkB inh	NR2E3 ag-1	HIF-2a inh	Vif imaging	TRPM1 prom inh	Shn3 3UTR inh	KKLEB tox	PDI inh	Peg3 promoter	CaV13 ICDI inh	NR2E3 ag-2
O=C(CSc1nc(-c2ccco2)cc(C(F)(F)F)n1)N1CCN(c2cccc(Cl)c2)CC1	10	0	22	-3	12	7	-4	-14	21	/	-20
CCOc1ccc(NC(=O)CN(C)C(=O)CCSc2ccc(F)cc2)cc1OCC	8	5	16	13	-2	3	-10	8	17	-6	-12
OC(c1cccnc1)c1nc(-c2cccc(F)c2)cs1 (configuration not stated)	-23	/	-21	/	/	1	14	0	-11	-5	16
COc1ccc(Oc2nnnn2-c2ccccc2)cc1	-7	2	-108	-1	-29	-27	-4	-1	-43	-3	-21
Nc1nc[nH]c(=O)c1N=Cc1ccccc1	0	-4	18	-2	2	6	-3	-7	12	-5	12
COc1cccc(NC(=O)c2ccccc2-c2nc(-c3ccccc3)no2)c1	-14	2	-68	-2	-1	-8	17	-10	-5	-5	-54
CC(C)(C)NC(=O)CSc1nncn1NCc1c(Cl)cccc1Cl	2	-2	9	/	11	2	2	7	21	/	0
C=CCOc1c(Cl)cc(C2NC(=O)NC(C)=C2C(=O)OC)cc1Cl (configuration not stated)	-11	4	15	-1	12	19	-6	-6	33	-9	-16
